# Screening results from PubChem.
# Epigenetic mod: epigenetic modulators derepressing GFP locus in mouse cells; actives 0.09% (n = 68,000); mouse C127i GFP locus derepression, cytometry, 30 h; AID 597; Potency, µM (series often up to 46.1 µM), for inactives: at the highest dose GFP derepression (activation); further: % of control where 0% means no effect
#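 Locus derepression in mouse mammary C127i cells whose integrated CMV-GFP reporter is normally silent; GFP expression after 30 h compound treatment was quantified by counting fluorescent cells.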
# HADH2 inh: HADH2 (human) dehydrogenase inhibition. recombinant HADH2, NADH fluorescence, beta-hydroxybutyryl-CoA. actives 3.4% (n = 73,000). Q99714. Potency, µM (highest dose often 57.1 µM), for inactives: at the top dose activity change, negative = inhibition, actives largely listed as inhibitors; further: potency means the concentration at half of the fitted maximal effect; on the % scale 0 is the no-effect control and ±100 the full control effect; nearly all actives have a fitted effect of over 60% in size; many of its hits are not listed in these tables
# Target sequence (Q99714 whole entry, looked up, one chain of several): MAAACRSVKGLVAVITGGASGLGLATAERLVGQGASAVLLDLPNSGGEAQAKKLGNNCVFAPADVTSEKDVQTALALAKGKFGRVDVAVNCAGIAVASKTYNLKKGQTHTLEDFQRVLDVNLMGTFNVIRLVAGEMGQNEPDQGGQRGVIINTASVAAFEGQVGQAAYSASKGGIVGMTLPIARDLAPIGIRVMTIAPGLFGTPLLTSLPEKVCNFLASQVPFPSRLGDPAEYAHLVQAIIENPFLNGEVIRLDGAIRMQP
#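 His-tagged recombinant enzyme from E. coli, 20 nM, preincubated 15 min RT with compound; reaction started with 1 mM NAD+ and 90 uM beta-hydroxybutyryl-CoA in 100 mM Tris-HCl pH 9.0. NADH fluorescence (ex 360/em 450) read over 4 min; last-minus-first difference.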
# CRE Fsk mod: alters forskolin-stimulated CRE reporter signaling in CHO cells | CHO CRE-bla reporter (cAMP response element driving beta-lactamase), forskolin EC10, beta-lactamase ratio | Potency, µM (doses to about 38.2 µM), inactives show at the top dose activity change, negative = inhibition, actives largely listed as activators | actives 2.5% (n = 71,000) | AID 662; active means well fitted activation curve with a large enough effect in the signal ratio, with a control signal flat, not every such curve was filed as active; inconclusive means small, poorly fitted or top-dose-only effect, or effect the other way, or a change in a side signal; the % refers to the signal ratio; further: potency means the concentration at half of the fitted maximal effect; % of control where 0% means no effect
#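 Cells were plated overnight at 37 °C, exposed to compound titrations plus EC10 NKH 477 for 3 h, then given CCF4 dye for 2 h at room temperature. Blue/green (460/530 nm) ratio was converted to %Activity and AC50 values calculated.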
# UbGFP stabilizer: ubiquitin-GFP accumulation via proteasome inhibition; Ubiquitin-GFP reporter cells, proteasome inhibition, GFP fluorescence; response scale: untreated = 0%, 10 µM MG-132 = 100%; Potency, µM (titrated, usually from 45.9 µM), without a hit: top-dose activation (GFP accumulation), usual class: activators; 67,000 tested, under 10 active; active means well fitted activation curve with a large enough effect, not every such curve was filed as active; inconclusive means small, poorly fitted or top-dose-only effect, or another doubt; inactive means no such curve, though single readings can be large or run the other way; further: potency means the concentration at half of the fitted maximal effect
#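 U2OS Ub(G76V)-GFP reporter; O/N plating, 0.5% FBS; cpd 46 uM–2.9 nM, 4 h, 37 °C; GFP+ cell count, 488/515 nm; norm. to basal vs 10 uM MG-132; CRC fit.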
# Hsp90 Hop PPI: changes Hsp90-Hop TPR2A binding signal, up or down; AlphaScreen TPR2A-His6 binding biotin-Hsp90 C-terminal peptide; Potency, µM (highest dose often 57 µM), inactives show at the top dose activity change, negative = inhibition; actives 0.44% (n = 71,000); AID 595; active means well fitted curve in either direction with a large enough effect; inconclusive means small, poorly fitted or top-dose-only effect, or another doubt; further: potency means the concentration at half of the fitted maximal effect; on the % scale 0 is the no-effect control and ±100 the full control effect; many of its hits are not listed in these tables
# FLuc inh: firefly luciferase inhibition | P08659 | purified firefly luciferase, luminescence, 8 min | Potency, µM (top dose mostly 57.1 µM), without a hit: at the top dose activity change, negative = inhibition, most hits filed as inhibitors | actives 2.2% (n = 72,000); further: potency means the concentration at half of the fitted maximal effect; on the % scale 0 is the no-effect control and ±100 the full control effect; nearly all actives have a fitted effect of over 40% in size
#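 qHTS concentration-response profiling: light output of P. pyralis luciferase with luciferin and 10 uM ATP, imidazole buffer pH 7.2. Read by luminescence after 8-min room-temperature incubation.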
# ERK AVP block: vasopressin-driven ERK pathway inhibition; Potency, µM (top dose mostly 57.5 µM), for inactives: top-dose activity, negative = inhibition, actives largely listed as inhibitors; HEK293-V1b, vasopressin-stimulated pERK AlphaScreen; AID 995; actives 0.99% (n = 72,000); further: potency means the concentration at half of the fitted maximal effect; on the % scale 0 is the no-effect control and ±100 the full control effect; nearly all actives have a fitted effect of over 55% in size
#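 Overnight-seeded V1b-HEK293 cells in 1% FBS got compound, then vasopressin (25 nM final, 5 min, 37C), then lysis buffer. AlphaScreen detection of phospho-ERK; activity normalized to basal and full-stimulation controls.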
# HBB splice mod: hemoglobin beta splicing modulation; Potency, µM (titrated, usually from 46.1 µM), without a hit: at the top dose activation, actives largely listed as activators; HBB splicing reporter cell assay, activation; EGFP reporter with mutant IVS2-654 intron; response scale: normalised to 500 nM splice-correcting PNA; actives 0.06% (n = 65,000); further: potency means the concentration at half of the fitted maximal effect; 0% is about no effect
#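 Compounds were applied for 2 days to HeLa EGFP-654 cells, 500/well in Optimem with 2% FCS. The reporter's EGFP is disrupted by mis-splicing of beta-globin intron IVS2-654. Readout: summed well GFP fluorescence from 488 nm laser scanning; reference was 500 nM antisense […] 654 PNA.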
# 15-hLO inh: blocks human 15-lipoxygenase activity | P16050 | purified 15hLO-1, xylenol orange hydroperoxide absorbance | Potency, µM (series often up to 57.1 µM), for the others: at the highest dose activity change, negative = inhibition, most hits filed as inhibitors | actives 1.4% (n = 74,000) | AID 887; further: potency means the concentration at half of the fitted maximal effect; on the % scale 0 is the no-effect control and ±100 the full control effect; nearly all actives have a fitted effect of over 55% in size
# Target sequence (P16050 whole entry, looked up): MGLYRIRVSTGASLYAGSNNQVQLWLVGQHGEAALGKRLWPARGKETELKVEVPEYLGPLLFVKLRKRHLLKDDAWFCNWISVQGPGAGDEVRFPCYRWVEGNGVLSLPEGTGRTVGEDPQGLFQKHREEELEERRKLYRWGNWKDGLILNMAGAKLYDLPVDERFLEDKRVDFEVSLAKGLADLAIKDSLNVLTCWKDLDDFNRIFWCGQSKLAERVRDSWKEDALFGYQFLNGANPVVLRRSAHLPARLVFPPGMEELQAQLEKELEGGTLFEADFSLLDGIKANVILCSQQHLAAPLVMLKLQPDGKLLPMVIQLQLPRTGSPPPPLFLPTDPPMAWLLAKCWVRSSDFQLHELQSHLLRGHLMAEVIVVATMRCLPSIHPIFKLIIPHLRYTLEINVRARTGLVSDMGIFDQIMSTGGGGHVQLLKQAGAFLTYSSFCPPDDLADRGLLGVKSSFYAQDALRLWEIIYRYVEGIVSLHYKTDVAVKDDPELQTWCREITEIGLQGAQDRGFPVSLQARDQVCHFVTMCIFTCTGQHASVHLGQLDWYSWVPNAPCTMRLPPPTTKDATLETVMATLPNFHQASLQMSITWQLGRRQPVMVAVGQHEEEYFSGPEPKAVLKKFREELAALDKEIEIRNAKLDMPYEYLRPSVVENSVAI
#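 Readout: Fe(III)-xylenol orange absorbance, 573-to-405 nm ratio as reaction progress. Enzyme 40 nM purified human 15hLO-1, substrate 50 uM arachidonic acid, 6 min RT after 15 min compound preincubation; Hepes pH 7.5 buffer with Triton X-100.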
# Pol III holo inh: inhibitors of bacterial DNA polymerase III holoenzyme; reconstituted DNA polymerase III holoenzyme replication, biochemical; Potency, µM (highest dose often 57.1 µM), inactives show at the top dose activity change, negative = inhibition; actives 0.25% (n = 71,000); AID 603; further: potency means the concentration at half of the fitted maximal effect; on the % scale 0 is the no-effect control and ±100 the full control effect
#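 Reconstituted *E. coli* holoenzyme (0.35 nM Pol III, 1 nM beta, 154 nM SSB, 2 nM primase) was preincubated with compound for 15 min at RT. Synthesis on 1.4 nM ssM13Gori ran 35 min, then was stopped with PicoGreen/EDTA and read as dsDNA fluorescence.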
# Tau filament bind: binders of human tau filaments; P10636; recombinant tau filaments, thioflavin S fluorescence, 15 h; filaments grown with octadecylsulfate alongside compound; Potency, µM (titrated, usually from 57.1 µM), without a hit: top-dose activity change, negative = inhibition; actives 2% (n = 71,000); AID 596;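 further: potency means the concentration at half of the fitted maximal effect; on the % scale 0 is the no-effect control and ±100 the full control effect; actives lower thioflavin S fluorescence by blocking filaments or displacing dye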
#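 Read-out: ThS fluorescence, 450 nm excitation/510 nm emission; lower signal marks blocked filament formation or displaced dye. Tau at 1 uM with 30 uM ODS, 10 uM ThS, 5 mM DTT, 100 mM NaCl, 10 mM HEPES pH 7.4; 15 h, 37 C.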
# Starred values were filed as active, the others as inactive; ? = inconclusive; nt = no result given; [ ] = dose if it differs, or a comment. Unless noted, the call rests on the fitted dose curve; in most records, active means well fitted curve in the direction sought with a large enough effect; inconclusive means small, poorly fitted or top-dose-only effect, or another doubt; inactive means no such curve, though single readings can be large; an effect the other way counts as inactive or inconclusive.
SMILES,Epigenetic mod,HADH2 inh,CRE Fsk mod,UbGFP stabilizer,Hsp90 Hop PPI,FLuc inh,ERK AVP block,HBB splice mod,15-hLO inh,Pol III holo inh,Tau filament bind
NC(=O)C1(N2CCCCC2)CCN(C(=O)c2ccccc2)CC1,nt,0%,?,0%,-2%,1%,nt,0.2%,4%,-2%,-4%
O=C(Nc1ccc(N2CCN(C(=O)c3ccccc3)CC2)cc1)c1ccc(Br)o1,-3%,0%,-7%,6%,-11%,2%,?,0.0%,-10%,0%,-27%
O=C(O)c1ccc(/C=N\N=C2c3ccccc3-c3ccccc32)cc1,0%[9.22 µM],7%[11.4 µM],0%[7.6 µM],-9%[9.17 µM],-18%[11 µM],-3%[11.4 µM],-21%[11.5 µM],4.2%[9.22 µM],-9%[11.4 µM],-6%[11.4 µM],-21%[11.4 µM]
Cc1cc(O)c(C2(C(F)(F)F)NCCNC2=O)cc1C (centres undefined),-2%,3%,0%,6%,-13%,2%,-7%,0.1%,-3%,-9%,-1%
O=c1cc(CO)oc(CN2CCN(c3ccccc3F)CC2)c1O,0%,-5%,-23%,0%,-4%,-2%,-1%,0.8%[0.369 µM],-2%,0%,0%
CCC(=O)N1CCc2cc(S(=O)(=O)NCCC(=O)N3CC=C(c4ccccc4)CC3)ccc21,-3%,4%,-19%,-1%,-1%,0%,4%,-4.1%,?,-4%,7%
COc1ccc(CCNC(=O)CN(c2ccccc2OC)S(C)(=O)=O)cc1,2%,15%,?,-3%,-3%,1%,6%,-0.3%,0%,0%,8%
COc1cccc(Cn2cccc(NC(=O)NC3CCCCC3)c2=O)c1,1%,-19%,-4%,-2%,-6%,-5%,?,-3.8%,-16%,29%,-1%
COCCn1c(=O)c(-c2ccc(Cl)cc2)nc2cnc(OCc3ccccc3)nc21,3%[9.22 µM],-13%,?,-2%,-3%,1%[11.4 µM],18%,0.2%,16%,-8%,-8%
O=C(NC1CCCC1)c1csc2c1CCCC2,2%,5%,-9%,?,4%,-1%,13%,0.9%,2%,0%,3%
COc1ccccc1-c1nnc(SCC(=O)Nc2ccccc2)o1,0%,12%,-11%,8%,-2%,0%,25µM*,-0.3%,-3%,2%,0%
O=C(NCC(c1cccnc1)N1CCN(c2ccc(F)cc2)CC1)OCc1ccccc1 (centres undefined),-2%,6%,?,5%,-1%,1%,-14%,0.7%,5%,-5%,-4%
Cc1noc(C)c1C(=O)N1CCC2(CCN(Cc3ccncc3)CC2)CC1,-2%[9.22 µM],2%,-8%,-4%,-2%,0%[11.4 µM],24%,4.7%,7%,1%,-3%
CCOC(=O)c1cnn(-c2ncnc3sc4c(c23)CCC4)c1N,-1%,-6%,-3%,1%,2%,3%,-3%,-0.3%[57.5 µM],-9%,1%,30%
CCC(=O)Nc1c2c(nn1-c1cccc(Cl)c1)CSC2,nt,-10%,-11%,11%,-5%[2.3 µM],2%,17%,-0.4%,-8%,-4%,-1%
CCCC1Cc2nc(N3CCCCC3)c(C#N)cc2CO1 (centres undefined),3%,107%[activator],?,5%,30%,0%,37%[activator],2.1%,-5%,-10%,-4%
COc1ccc(S(=O)(=O)NC2CCCCC2)cc1C,-3%,-4%,-8%,6%,-1%,-3%,10%,-0.6%,-9%,-3%,-14%
COCCOC(=O)c1c(NC(=O)CN2CCOCC2)sc(C(N)=O)c1C,1%,0%,?,2%,1%,-1%,-9%,-3.5%,11%,9%,10%
O=C(CC(C(=O)O)C1CCCO1)Nc1cccc(C(F)(F)F)c1 (centres undefined),-2%,9%,-6%,2%,-6%,0%,-12%,nt,0%,-2%,0%
COC(=O)c1ccc(Oc2ccc3nnc(C)n3n2)cc1,-2%,-1%,10%,9%,-3%,1%,-23%,0.1%,4%,-8%,-1%
CCn1cnc2cc(NCc3cccc(OC)c3O)ccc21,-4%,20µM*,13%,5%,-5%,-26%,-18%,0.9%,3%,-12%,-1%
Cc1ccc(C(=O)NCc2ccc3c(c2)OCO3)cc1S(=O)(=O)N1CCCCC1,2%,3%,?,0%,-3%,-3%,11%,8.7%,-8%,-6%,-3%
CCCCCNC(=O)c1ccc2c(=O)n(CC3CCCO3)c(=O)[nH]c2c1 (centres undefined),1%,?,?,-9%,?,0%,19%,0.7%,6%,2%,-30%
COc1ccc(N2CCN(C3CC(=O)N(c4ccc5c(c4)OCCO5)C3=O)CC2)cc1 (centres undefined),2%,9%,0%,-3%,-6%,1%,12%,-5.8%[57.5 µM],4%,1%,2%
Cc1noc(C)c1S(=O)(=O)N1CCN(C(c2ccccc2)c2ccc(Cl)cc2)CC1 (centres undefined),0%,2%,2%,5%,3%,0%,-9%,-0.8%,-1%,4%,-27%
Cc1noc(NS(=O)(=O)c2ccc(NC(=O)CSc3nc4ccccc4[nH]3)cc2)c1C,0%,-18%,-3%,4%,-6%,2%,-6%,-3.0%,2%,-2%,8%
Cc1ccc(CN(Cc2cc3cccc(C)c3[nH]c2=O)C(=O)N(C)C)cc1,-1%,3%,5%,-2%,-2%,5%,-13%,4.3%,6%,-10%,-5%
Cn1ccnc1-c1nc2ccccc2[nH]c1=O,-1%,?,1%,-6%,?,0%,-22%,0.1%[57.5 µM],11%,-1%,40%
Cc1ccc(-c2nn(CC(C)(C)C)c3ncnc(N)c23)cc1,4%,2%,?,2%,-7%,-26%,7.9µM*,nt,-6%[25.6 µM],-4%,20%
O=C(COC(=O)CSCC(=O)N1CCCCC1)NCc1ccc(F)cc1,2%,-3%,-8%,-1%,-2%,-8%,21%,0.1%[57.5 µM],-2%,-1%,-16%
CCS(=O)(=O)N1CCN(c2ccccc2F)CC1,0%,?,-2%,5%,-1%,-2%,-5%,0.3%,-22%,-8%,1%
O=C(N1CCOCC1)N1CCCN(C(=O)N2CCOCC2)CC1,0%,9%,3%,0%,1%,0%,-5%,0.6%,19%,3%,-2%
O=C(O)CCCC(=O)N1CC(=O)Nc2ccccc21,3%,-9%,-7%,-4%,3%,2%,4%,nt,1%,-1%,-2%
CC1=C(C(=O)OCc2ccc3c(c2)OCO3)C(c2ccc(F)cc2)NC(=O)N1 (centres undefined),0%,7%,-11%,-1%,-11%,3%,-14%,nt,-11%,-3%,-2%
CCC(c1nnc(SCC(=O)Nc2nnc(-c3ccccc3)o2)n1Cc1ccccc1)N(C)C (centres undefined),2%,0%,9%,-5%,?,-4%,-7%,1.7%,27%,10%,-10%
CC(=O)c1cccc(NC(=O)c2c(F)c(F)c(F)c(F)c2F)c1,0%,-12%[11.4 µM],?,-3%[9.17 µM],-1%[11 µM],2%,?,1.8%[0.0738 µM],1%[11.4 µM],-4%[11.4 µM],-12%[11.4 µM]

# Complete entries, quoted from the list:
# Entry for Cc1ccc(CN(Cc2cc3cccc(C)c3[nH]c2=O)C(=O)N(C)C)cc1 → Epigenetic mod: -1%; HADH2 inh: 3%; CRE Fsk mod: 5%; UbGFP stabilizer: -2%; Hsp90 Hop PPI: -2%; FLuc inh: 5%; ERK AVP block: -13%; HBB splice mod: 4.3%; 15-hLO inh: 6%; Pol III holo inh: -10%; Tau filament bind: -5%
# Entry for CCC(c1nnc(SCC(=O)Nc2nnc(-c3ccccc3)o2)n1Cc1ccccc1)N(C)C (centres undefined) → Epigenetic mod: 2%; HADH2 inh: 0%; CRE Fsk mod: 9%; UbGFP stabilizer: -5%; Hsp90 Hop PPI: ?; FLuc inh: -4%; ERK AVP block: -7%; HBB splice mod: 1.7%; 15-hLO inh: 27%; Pol III holo inh: 10%; Tau filament bind: -10%
# Entry for O=C(O)CCCC(=O)N1CC(=O)Nc2ccccc21 → Epigenetic mod: 3%; HADH2 inh: -9%; CRE Fsk mod: -7%; UbGFP stabilizer: -4%; Hsp90 Hop PPI: 3%; FLuc inh: 2%; ERK AVP block: 4%; HBB splice mod: nt; 15-hLO inh: 1%; Pol III holo inh: -1%; Tau filament bind: -2%

# Only part of the results is shown (hit frequency here may not be typical).
